PME-1 inh – PME-1 inhibitors via competitive probe labeling, primary screen, biochemical, fluorescence polarization, FP-Rh probe, HTS. recombinant PME-1. inhibition, % at 5.9 µM. actives 0.53% (n = 320,000);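 active = inhibition above the campaign mean of all compounds plus 3 SD, cut at about 26% in these data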;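 also: competitive labeling of PME-1 active site by serine hydrolase directed probe; 0% = PME-1 with DMSO and 100% = wells lacking PME-1 enzyme; inhibitors block probe labeling so polarization falls and inhibition rises; many of its hits are not listed in these tables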
Efflux pump inh – inhibitors of Candida efflux pumps in yeast, primary screen, S. cerevisiae, Nile Red, multiplex; AID 485275, 2010; inhibition, % at 10 µM; actives 0.44% (n = 330,000); S. cerevisiae Candida pump triplex;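 active = plate passing quality check with inhibition over a set limit, or well fluorescence over plate mean plus 4 SD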;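 also: Nile Red retained in pooled yeast measured as flow cytometry median fluorescence; 0% = buffer negative control and 100% = Enniatin B positive control; higher means more Nile Red kept so more efflux inhibition; some compounds called inactive have numbers as strong as hits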
Fam108B counter – mouse Fam108B serine hydrolase inhibitors, primary screen, counter-screen for RBBP9 inhibitor project, biochemical, fluorescence polarization; recombinant Fam108B, FP-Rh probe fluorescence polarization; inhibition, % at 9.51 µM; actives 0.33% (n = 300,000);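 active = inhibition above the screen mean inhibition plus 3 SD, computed separately per campaign, cut at about 18% in these data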;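 also: inhibitors lower polarization as less probe binds the enzyme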
VLA-4 inh – inhibition in human VLA-4 binding assay, primary screen, VLA-4 allosteric modulator project, MLPCN library, flow cytometry, VLA-4 expressing cells; Integrin alpha-4 (Homo sapiens), P13612; actives 0.2% (n = 330,000); inhibition, % (about 7 µM as worked out from the volumes in the protocol); ligand binding flow cytometry; in the data active = inhibition above about 50%
BCLXL inh – inhibitors of human Bcl-xL, primary screen, biochemical, fluorescence polarization, HTS; Bcl-2-like protein 1 (Homo sapiens), Q07817; GST-Bcl-xL / FITC-Bim BH3 peptide fluorescence polarization; inhibition, % at 10.9 µM; actives 0.7% (n = 320,000);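 active = inhibition above the mean of all tested compounds plus 3 SD, cutoff set per campaign, cut at about 30% in these data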;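 also: 0% = DMSO wells and 100% = unlabeled Bim-BH3 peptide competitor; inhibitors lower millipolarization by displacing the labeled peptide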
GLD-1 RNA inh – GLD-1/TGE RNA complex disruptors, primary screen, biochemical, fluorescence polarization; Female germline-specific tumor suppressor gld-1 (Caenorhabditis elegans), Q17339; purified GLD-1 + fluorescein TGE RNA; inhibition, % at 5.96 µM; actives 0.44% (n = 320,000); AID 2280, 2010;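 active = percent inhibition above a per-plate cutoff, the plate mean of test compounds plus 3 SD, cut at about 30% in these data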;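 also: 0% = DMSO wells with GLD-1 and probe and 100% = wells lacking GLD-1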
Target sequence (Q17339 whole entry, looked up): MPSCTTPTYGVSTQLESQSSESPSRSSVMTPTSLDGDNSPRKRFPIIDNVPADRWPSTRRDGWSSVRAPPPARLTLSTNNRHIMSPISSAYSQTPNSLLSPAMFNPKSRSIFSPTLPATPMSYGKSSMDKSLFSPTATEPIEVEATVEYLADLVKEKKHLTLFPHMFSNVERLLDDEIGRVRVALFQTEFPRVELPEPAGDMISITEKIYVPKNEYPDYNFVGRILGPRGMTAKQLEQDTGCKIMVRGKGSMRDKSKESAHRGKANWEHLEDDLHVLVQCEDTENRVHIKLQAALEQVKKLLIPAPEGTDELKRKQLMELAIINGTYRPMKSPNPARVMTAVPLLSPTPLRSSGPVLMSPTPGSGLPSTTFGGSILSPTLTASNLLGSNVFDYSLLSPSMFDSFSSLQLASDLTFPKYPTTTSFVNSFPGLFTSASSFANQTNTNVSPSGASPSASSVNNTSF
MEX-5 binding – MEX-5 zinc finger RNA-binding disruptors – biochemical, C. elegans, fluorescence polarization, MLPCN library, primary screen; MEX-5/FITC-TCR2 RNA binding; stronger effect = lower value; activity score (negative = inhibition of binding), % at 10 µM; actives 0.38% (n = 300,000); AID 1832, 2009;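 active = inhibition past about -25% in most replicates, and total fluorescence under double the plate's negative control median, limit read from the data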;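 also: 0% = DMSO and -100% = 5 µM competing unlabeled TCR2 RNA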
GRK2 aptamer HTS – compounds blocking aptamer binding on GRK2 – biochemical, human GRK2, bead flow cytometry, HTS, primary screen; actives 0.59% (n = 330,000); Beta-adrenergic receptor kinase 1 (Homo sapiens), P25098; inhibition of aptamer binding, % at 10 µM; FAM-aptamer displacement from GRK2;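 active = inhibition of aptamer binding above 40%, roughly 3 SD of noise, on plates passing a quality check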;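 also: median bead fluorescence of bound FAM aptamer so fluorescent compounds give negative values; no value below 0 was filed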
MCL1 BIM primary – inhibitors of MCL1 binding to BIM-BH3, primary screen, biochemical, fluorescence polarization; Induced myeloid leukemia cell differentiation protein Mcl-1 (Homo sapiens), Q07820; GST-MCL1 / FITC-Bim-BH3 fluorescence polarization; inhibition, % at 10.9 µM; actives 0.68% (n = 320,000); AID 2057, 2009;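 active = inhibition above the mean inhibition of all tested compounds plus 3 SD, set per campaign, cut at about 40% in these data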;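 also: 0% = DMSO wells and 100% = unlabeled Bim-BH3 peptide control; higher means more loss of mP so more displacement of Bim peptide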
Target sequence (Q07820 whole entry, looked up): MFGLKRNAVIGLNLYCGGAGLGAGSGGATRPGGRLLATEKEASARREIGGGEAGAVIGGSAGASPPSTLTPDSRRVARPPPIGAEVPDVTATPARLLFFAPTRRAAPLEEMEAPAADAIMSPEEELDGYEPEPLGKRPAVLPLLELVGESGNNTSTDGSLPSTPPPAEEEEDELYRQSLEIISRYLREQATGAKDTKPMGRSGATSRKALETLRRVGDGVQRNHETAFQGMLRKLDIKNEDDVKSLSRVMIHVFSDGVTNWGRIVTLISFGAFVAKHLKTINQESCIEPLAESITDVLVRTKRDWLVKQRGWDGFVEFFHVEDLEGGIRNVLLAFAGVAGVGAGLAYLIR
* marks the source's active call; other numbers are inactive results; x = no result given.

Values run as follows: PME-1 inh	Efflux pump inh	Fam108B counter	VLA-4 inh	BCLXL inh	GLD-1 RNA inh	MEX-5 binding	GRK2 aptamer HTS	MCL1 BIM primary
Cc1ccc(N=c2c([N+](=O)[O-])nn(-c3ccc4c(c3)OCCO4)n2O)c(Cl)c1
 : 11	0.0	-3	6	11	6	1.6	1	10
O=C(CN1C(=O)C2CCCCN2C(=O)c2ccccc21)N1CCCc2ccccc21 (stereo not drawn)
 : -3	0.1	-2	-3	4	-5	0.7	1	3
c1ccc(N=P(N2CCOCC2)(N2CCOCC2)N2CCOCC2)cc1
 : -8	-0.1	-8	-10	3	-2	-0.7	0	1
CCOC(=O)Cn1c(CN2CCN(C(c3ccccc3)c3ccccc3)CC2)nc2c1c(=O)n(C)c(=O)n2C
 : 5	0.1	7	-5	3	3	0.9	0	-1
CCOC(=O)c1c(NC(=O)Cn2cnc([N+](=O)[O-])n2)sc2c1CCC(C)C2 (stereo not drawn)
 : -2	-0.2	-1	21	-1	5	-1.3	0	0
CCOC(=O)c1c(C)oc2c1c(C(c1cccnc1)N1CCOCC1)c(O)c1ccccc12 (stereo not drawn)
 : 16	-0.3	3	3	6	1	-1.1	0	10
COC(=O)CCN(C(=O)c1ccc(C)c([N+](=O)[O-])c1)c1ccccn1
 : 2	0.0	2	-19	6	0	2.1	1	4
CCOC(=O)Cn1nc(C)c(NC(=O)COc2ccc([N+](=O)[O-])cc2)c1C
 : 4	0.1	0	5	3	-7	0.2	6	0
CN1CCN(S(=O)(=O)c2cccc(C(=O)Nc3cc(C(F)(F)F)ccc3N3CCCC3)c2)CC1
 : -2	-0.1	-1	15	-11	5	1.8	0	-8
COc1ccc(CCNc2oc(-c3ccc(OC)c(OC)c3)nc2C#N)cc1
 : 22	0.0	6	-2	3	4	-0.7	2	5
COc1ccc(S(=O)(=O)NCCCCCC(=O)O)cc1C(=O)O
 : 7	0.1	6	4	0	-3	0.6	2	1
CCOC(=O)c1c(-c2ccc(OC)cc2)oc2ccc(OCC(N)=O)cc12
 : -1	-0.1	-7	-3	-1	-3	-0.1	2	-1
CC(Sc1nnc(-c2ccco2)n1-c1ccccc1)C(=O)NCC1CCCO1 (stereo not drawn)
 : -3	0.1	x	2	-11	2	x	3	-15
COc1cccc(NC(=O)CN(C)C(=O)c2ccc(S(=O)(=O)Nc3ccccc3C)cc2)c1
 : 8	-0.5	x	0	-1	0	x	3	5
C#CCn1cnc2c(cnn2-c2ccc(C)c(C)c2)c1=O
 : -5	0.2	5	-1	1	3	0.7	0	-3

Going on with the list.
Values run as follows: PME-1 inh	Efflux pump inh	Fam108B counter	VLA-4 inh	BCLXL inh	GLD-1 RNA inh	MEX-5 binding	GRK2 aptamer HTS	MCL1 BIM primary
Cc1cc(=O)[nH]c(SCc2ccccc2)n1
 : 0	0.2	1	8	-3	10	2.2	0	-4
COc1cc(NC(=S)NCCN2CCOCC2)cc(OC)c1
 : -1	-0.2	3	2	-3	-1	0.3	0	1
O=C(Nc1ccccc1)N1CCn2c(nc3ccccc32)C1
 : -1	0.1	4	14	6	8	0.2	1	6
Cc1ccc2occ(/C=N/NC(N)=S)c(=O)c2c1
 : 0	-0.6	-3	-10	8	-1	2.6	2	9
CCOCCOC(=O)C1=C(C)N(C)C(=O)NC1c1cc(Cl)c(O)c(OCC)c1 (stereo not drawn)
 : -4	0.0	2	3	7	1	0.0	3	7
Nc1nc(-c2ccc3c(c2)OCCO3)cs1
 : 6	-0.2	2	1	-1	6	-2.6	2	4
Cn1nnnc1SCC(=O)Nc1ccc(Oc2ccccc2)cc1
 : 0	-0.2	0	5	-3	2	2.7	3	-7
CN1CCCCC1=NCCCn1cnc2c1c(=O)n(C)c(=O)n2C
 : 3	-0.1	1	9	2	1	0.5	0	3
Cc1nc(Nc2ccccc2F)c2nnn(Cc3ccccc3Cl)c2n1
 : 1	0.2	1	-1	-1	-4	2.5	47*	-3
COCc1cc(C)nc(N2CCCCC2)c1C#N
 : 4	0.1	0	17	3	-10	0.1	0	1
O=C(NN1CCOCC1)c1ccccc1
 : 6	-0.1	4	-7	11	-2	1.9	0	1
O=C(Nc1nc(-c2ccc(F)c(F)c2)cs1)Nc1ccc(F)cc1F
 : -3	0.0	-9	-8	-2	0	-0.5	0	0
CCCn1c(SC(C)C(=O)NCC2CCCO2)nc2cc(Cl)ccc2c1=O (stereo not drawn)
 : -7	0.2	-2	-6	3	-1	-0.3	1	0
Cc1ccc2c(c1)C1CN(C)CCC1N2C(=S)Nc1ccc(Cl)cc1Cl (stereo not drawn)
 : -1	0.1	0	4	3	-4	2.6	1	-2
COc1cc(Cl)ccc1OCc1cc(C(=O)N2CCC(N(C)C)C2)no1 (stereo not drawn)
 : 2	-0.5	1	-1	5	-1	1.6	0	12

(continued)
Values run as follows: PME-1 inh	Efflux pump inh	Fam108B counter	VLA-4 inh	BCLXL inh	GLD-1 RNA inh	MEX-5 binding	GRK2 aptamer HTS	MCL1 BIM primary
COc1ccccc1NC(=O)Cn1cnc2c1c(=O)n(C)c(=O)n2C
 : 2	0.1	1	10	-5	3	2.1	1	1
N#Cc1c(C#N)c(O)c2ccccc2c1O
 : 7	-0.2	7	-29	45*	16	-23	1	44*
CCc1nc(SCC(=O)Nc2ccccc2Cl)n[nH]1
 : 2	0.5	0	3	0	4	1.7	0	0
Cc1ccc(C(C)NC(=O)c2ccc3c(c2)OCCO3)cc1C (stereo not drawn)
 : -6	0.0	-2	-2	4	7	-1.0	1	0
CCn1c(CC(=O)Nc2ccc(Cl)c(Cl)c2)nnc1SCc1ccc(Cl)cc1
 : -1	0.1	-1	2	4	-2	0.0	0	6
Cc1cc(C)cc(NC(=S)NCC2CCN(C(C)c3ccccc3)C2)c1 (stereo not drawn)
 : -6	0.2	1	-8	4	-9	-2.1	0	4
NC(=O)C1CCN(C(=O)c2cc3ccccc3cc2O)CC1
 : 2	-0.1	6	-2	3	7	-0.9	3	0
Cc1ccc2c(CC(=O)NCCc3ccc(S(N)(=O)=O)cc3)coc2c1
 : 0	-0.2	-1	4	4	1	-1.2	0	3
O=C(COC(=O)c1ccco1)Nc1nc2c(F)c(F)c(F)cc2s1
 : -8	-0.3	-6	-6	0	1	0.5	1	6
O=C(Cn1c(=O)[nH]c2ccccc2c1=O)Nc1cccnc1
 : -4	0.0	-4	11	-5	7	3.7	2	-3
CC(=O)N1CCC(=NNC(=O)c2cc3ccccc3cc2O)CC1
 : 19	-0.1	6	9	4	-13	1.6	0	5
CSCC[C@H](NC(=O)OC(C)(C)C)C(=O)N1CCC(C(=O)N[C@@H](C)C(=O)NC(C)c2ccccc2)CC1 (stereo partly drawn)
 : -7	0.0	1	40	2	4	2.0	1	2
CCCCOC(=O)c1ccc(NC(=O)C(CCS(C)(=O)=O)NC(C)=O)cc1 (stereo not drawn)
 : -2	0.4	-10	5	-7	-8	-4.2	2	-10
CCN(CC)S(=O)(=O)c1cccc(-c2nnc(C(=O)c3ccc(C(F)(F)F)cc3)o2)c1
 : -1	-0.2	-1	12	5	3	0.2	1	6
C=Cc1ccc(C(=O)N2CCCC(CCC(=O)N3CCN(c4ccccn4)CC3)C2)cc1 (stereo not drawn)
 : 6	5.1	-2	-10	1	3	0.1	13	18

Additional compounds follow:
Values run as follows: PME-1 inh	Efflux pump inh	Fam108B counter	VLA-4 inh	BCLXL inh	GLD-1 RNA inh	MEX-5 binding	GRK2 aptamer HTS	MCL1 BIM primary
O=C(Nc1nccs1)C12CC3CC(C1)CC(C(=O)Nc1nccs1)(C3)C2
 : 3	-0.2	-2	8	4	-3	-2.4	0	4
Cc1no[n+]([O-])c1COc1cccc(/C=C2\N=C(c3ccccc3)OC2=O)c1
 : -6	0.2	-1	10	7	9	2.7	4	5
CCOC(=O)c1c(C)[nH]c(C)c1S(=O)(=O)N(C)CC(=O)NCc1cccc(C)c1
 : 23	-0.1	0	0	2	-1	1.0	3	3
CCOC(=O)C1=C(C)Nc2ccccc2N=C1N
 : 6	0.0	-1	8	2	-1	-1.8	1	1
CC(C)n1c(=S)[nH]c2ccccc2c1=O
 : -6	0.2	2	12	3	7	-1.2	22	-3
CCc1ccc(NC(=O)/C(C#N)=C\c2ccc(OC)c(C(=O)O)c2)cc1
 : -10	0.2	-6	-1	-2	-4	1.1	0	-14
CCOC(=O)Cc1csc(NS(=O)(=O)c2cc(Cl)ccc2Cl)n1
 : 2	0.0	6	-1	13	-4	-1.5	1	20
O=S(=O)(NCC1CCCO1)c1ccc(-c2ccc(Cl)cc2)cc1 (stereo not drawn)
 : 5	0.3	1	43	14	3	-0.8	0	-6
O=C(NCc1ccco1)/C(=C/c1ccc([N+](=O)[O-])cc1)NC(=O)c1ccco1
 : -3	-0.5	0	2	4	-1	1.8	1	-1
O=C(Nc1ccc2oc(-c3cccnc3)nc2c1)c1ccc2c(c1)OCCO2
 : -15	0.4	-6	4	-50	-8	-2.2	60*	-67
Clc1ccc(CN2CCCCCCC2)cc1Cl
 : 0	-0.1	2	0	8	-5	-2.9	1	3
CC(C)(C)C(=O)N1CCN(CCN2C(=O)c3cccc4cccc(c34)C2=O)CC1
 : -2	0.2	-3	4	0	-2	1.5	1	5
COc1ccc(CCNC(=O)Cn2nc(C)c3c(C)n(-c4ccccc4)nc3c2=O)c(OC)c1
 : -6	-0.5	-3	-1	7	-7	-1.2	1	-1

A portion of the library; rates above refer to the full screens.
